MT stabilizer = stabilizes microtubules in HeLa cells; HeLa tubulin immunostaining HCS, 24 h; share of cells brighter than vehicle mean+2SD; % tubulin-high responders, % at 10 µM; 200,000 compounds, 0.83% hits; AID 2205;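 active = plate Z-score above 3 for both tubulin-high and condensed-nucleus cell shares, with cell loss under 80%, at 10 µM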;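 note: anti alpha tubulin signal scored within the nucleus-defined area of each cell; some results filed as inactive read as strong as hits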
Hep lipid drop = hepatic lipid droplet formation modulation; AML12 mouse hepatocytes, oleate lipid droplets, BODIPY imaging; inhibition, % at 6.5 µM; 240,000 compounds, 0.4% hits; AID 1656;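 active = lipid droplet intensity inhibited by at least 50%, with more than 500 cells counted; inconclusive = wells with under 300 cells, treated as cytotoxic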
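Material – AML12 mouse liver cells · Also added – oleate loading, 100 µM · Compound dosing – 6.5 µM single-point dosing · Times – overnight treatment with compound plus oleate · Measured by – fluorescence imaging, 20x objective, two fields per well · Read-out – percent inhibition of filter-corrected integrated lipid droplet intensity per well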
WT yeast gro inh = growth inhibition of WT yeast, mitochondrial fusion screen; 190,000 compounds, 2.1% hits; AID 1362; mitochondrial fusion phenotypic screen, WT strain; inhibition, % at 10 µM; in the data active = inhibition above about 58%; tested in S. cerevisiae
T cell modulator = modulates CD8 T cell binding to vesicles. calls only at 7 µM. 330,000 compounds, 0.068% hits. 2C CD8+ T cell-vesicle binding, flow cytometry; stronger effect = lower value;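 active = response, share of CD8 T cells binding vesicles, and their 90th percentile fluorescence all below set limits, cut at about 80% in these data, passing the limit was not always enough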
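material = purified 2C TCR transgenic mouse naive CD8+ T cells | controls = Unloaded micro-vesicles (low), QL9 vesicles with 0.7% DMSO (high) | detection = cytometric PE anti-B7-1 and Alexa647 anti-CD8 signals after 1% paraformaldehyde fixation | incubation = binding step 1.5 h, 37 °C, antibody labelling 20 min, ice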
bCat nuc transl = beta-catenin nuclear translocation modulation. AID 1665. nuclear translocation activity, % at 5 µM. 190,000 compounds, 0.3% hits. HeLa beta-catenin nuclear translocation, immunofluorescence imaging;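 active = nuclear translocation activity above 50% at 5 µM, with a well cell count of 50 or more; inconclusive = wells under 50 cells across six images, flagged as toxic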;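 note: per-cell ratio of nuclear to cytoplasmic median beta-catenin stain intensity; plate controls were DMSO negative control for no effect and GSK-3 inhibitor IX positive control for full effect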
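Test system: human HeLa cells, native beta-catenin. Compound dosing: 5 µM primary single dose, 0.1% DMSO, 0.02–20 µM confirmation series. Incubation: compound exposure 24 h at 37°C. Detection: beta-catenin immunostaining with DAPI counterstain, 20x imaging, 6 fields/well. Read-out basis: Nuclear/cytoplasmic beta-catenin signal ratio, % activation.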
Ins promoter up = MIN6 insulin promoter up-regulation; AID 1625; 190,000 compounds, 0.3% hits; z-score at 5 µM; MIN6 insulin promoter-GFP reporter, high-content imaging; stronger effect = higher value;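 active = z-score above 3 at 5 µM with at least 500 cells counted in the well; inconclusive = wells under 500 cells, flagged as cytotoxic or low count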
Autophagy HCS = alters autophagy in cells; MEF GFP-LC3 puncta imaging; test concentration mostly 10 µM; calls only at 10 µM (by protocol); 190,000 compounds, 0.98% hits;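 active = percentage of spot-positive cells more than 3 SD above its plate mean, without a fluorescence outlier flag or 80% toxicity; inconclusive = no clear call, values can overlap the other calls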;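 note: spot-positive cell cutoff set from DMSO-treated cells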
Myeloid diff 2 = promotes myeloid progenitor differentiation; ER-HoxA9 myeloid progenitors, lysozyme-GFP differentiation, flow cytometry; AID 624256; calls only at 10 µM; 360,000 compounds, 1% hits;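 active = normalized GFP-positive differentiation at or above the plate's own cutoff, the solvent-only control mean plus 3 SD; inconclusive = no clear call, values can overlap the other calls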;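 note: cells exposed to compound for four days before flow analysis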
West Nile virus CPE = West Nile virus antiviral activity, cell-based, CPE readout (AID 1621). West Nile virus-infected cells, CPE inhibition; higher % means a stronger effect. CPE inhibition, % at 10 µM; hits with a dose series show IC50 in µM. 290,000 compounds, 0.02% hits; in the data active = a potency from the dose series; inconclusive = CPE inhibition mostly from about 3.7% at the one dose, without a potency; inactive = the rest, 99 in 100 with CPE inhibition below about 2.2%; note: strong numbers were not always called active
WT yeast gro inh mutant strain = also measured in WT yeast gro inh; calls as there; inhibition, %; mitochondrial fusion phenotypic screen, mutant strain inhibition
Ins promoter up cell count = further read-out of Ins promoter up, marked with its call; cell count; measured here: cytotoxicity, nuclei count;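 total cells summed across four imaged fields per well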
Hep lipid drop cells 6.5 µM = further read-out of Hep lipid drop, marked with its call; cell count; measured here: cell count, cytotoxicity flag;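 cells counted across two imaged fields per well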
bCat nuc transl cell count 5 µM = also measured in bCat nuc transl; calls as there; cell count; measured here: cell count, cytotoxicity flag
T cell modulator vesicle-bound % = second read-out of T cell modulator, no call of its own (marks repeat the call); double positive events, %; measured here: CD8+ vesicle-bound cell fraction;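 binding gate set so that unloaded-vesicle control wells show 10% double positive cells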
MT stabilizer Hoechst-high % = second read-out of MT stabilizer, no call of its own (marks repeat the call); % Hoechst-high responders; measured here: nuclear condensation Hoechst responders;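 share of cells brighter than vehicle mean plus two SD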
MT stabilizer cytotoxicity % = recorded beside MT stabilizer, whose call it bears; toxicity, %; measured here: cytotoxicity by cell density;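 0% = mean cell density of plate MIN control wells and 100% = no cells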
Autophagy HCS cell loss 18 h = second read-out of Autophagy HCS, no call of its own (marks repeat the call); toxicity, %; measured here: cell loss, nuclei count;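 cell loss after 18 h compound exposure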
Myeloid diff 2 GFP+ MAC1+ % = also measured in Myeloid diff 2; calls as there; GFP+ MAC1+ double positive, %; measured here: differentiation confirmed by MAC1 staining
* = called active by the depositor; i = inactive; ? = inconclusive; . = no result given.

SMILES | MT stabilizer | MT stabilizer Hoechst-high % | MT stabilizer cytotoxicity % | Hep lipid drop | Hep lipid drop cells 6.5 µM | WT yeast gro inh | WT yeast gro inh mutant strain | T cell modulator | T cell modulator vesicle-bound % | bCat nuc transl | bCat nuc transl cell count 5 µM | Ins promoter up | Ins promoter up cell count | Autophagy HCS | Autophagy HCS cell loss 18 h | Myeloid diff 2 | Myeloid diff 2 GFP+ MAC1+ % | West Nile virus CPE
Oc1ccc2nc(Cc3ccccc3)[nH]c2c1 | 1.8 | 1.5 | 2.8 | -10 | 776 | -6 | -7 | i | 50 | 0.1 | 1144 | -0.01 | 1375 | . | . | i | 0.0 | -0.1%
O=C(COc1nsnc1N1CCOCC1)Nc1ccccc1Cl | . | . | . | 11 | 825 | . | . | i | 38 | . | . | . | . | . | . | i | 1.0 | -0.5%
O=S(=O)(NC1=NCCCCC1)c1ccc2ccccc2c1 | 3.5 | 2.6 | 11 | -28 | 678 | -5 | 4 | i | 57 | 0.2 | 972 | . | . | i | -2 | i | 0.5 | -0.4%
COc1ccc2[nH]c(CN3CCN(CCC(C)C)C(CCO)C3)c(C)c2c1 (stereo unspecified) | 5.1 | 2.0 | 8.2 | 13 | 702 | 10 | 7 | i | 2 | 0.9 | 996 | 0.71 | 1523 | i | -16 | i | 0.5 | -0.5%
CCSc1nnc(NC(=O)C2CC(=O)N(Cc3ccccc3)C2)s1 (stereo unspecified) | 2.5 | 0.7 | 7.0 | -8 | 730 | 5 | -11 | i | 38 | -6.4 | 1157 | -0.08 | 1279 | i | -6 | i | 0.8 | -0.2%
CN(C)S(=O)(=O)c1ccc(NC(=O)CSc2nc3ccccc3n2-c2ccccc2)cc1 | 2.5 | 2.2 | 5.2 | 6 | 574 | 6 | -7 | i | 41 | 1.8 | 848 | . | . | i | 12 | i | 0.6 | -2.1%
COc1cc(OC)c(/C=N/NC(=O)Cn2nc([N+](=O)[O-])cc2C)c(OC)c1 | . | . | . | -21 | 641 | . | . | i | 21 | -0.8 | 1270 | -0.14 | 1074 | . | . | i | 0.7 | -0.1%
COCCCNC(=O)/C(C#N)=C/c1cccc(NC(=O)c2ccccc2Cl)c1 | 8.5 | 17 | 19 | -22 | 684 | 1 | 11 | i | 34 | 2.7 | 1123 | 0.11 | 1416 | i | -1 | i | 0.0 | -0.1%
COc1ccc(CCNC(=O)CSc2nc3c(c(=O)n(C)c(=O)n3C)n2C)cc1OC | 2.7 | 2.4 | 2.5 | -31 | 659 | -16 | 1 | i | 61 | -3.3 | 615 | . | . | i | 1 | i | 0.8 | 0.0%
CCOC(=O)C1=C(C)N(c2ccccc2)C(=O)C1CC(=O)O (stereo unspecified) | 2.5 | 2.6 | 13 | . | . | -12 | -20 | i | 48 | -6.7 | 950 | -0.89 | 1181 | i | -4 | i | 0.9 | 0.2%
Fc1cc(Br)ccc1NC(=S)Nc1ccccc1 | 2.2 | 2.4 | 4.6 | -3 | 626 | 7 | -3 | i | 31 | 2.5 | 1024 | 0.55 | 1341 | i | -4 | i | 0.9 | -0.2%
CCCCOc1ccc(C2/C(=C(\O)c3ccc4c(c3)OCCO4)C(=O)C(=O)N2CCCN2CCOCC2)cc1 (stereo unspecified) | . | . | . | 13 | 852 | . | . | i | 24 | . | . | . | . | . | . | i | 0.5 | -0.1%
Cc1ccc(NC(=O)c2ccccn2)c(Br)c1 | 4.4 | 2.2 | 4.4 | -2 | 719 | 29 | 23 | i | 26 | -1.0 | 1152 | 0.2 | 1206 | i | 5 | i | 0.2 | -1.4%
COc1ccc(CN2C(=NC(=O)C3CC3)SC3CS(=O)(=O)CC32)cc1 (stereo unspecified) | . | . | . | -6 | 623 | . | . | i | 40 | . | . | . | . | . | . | i | 3.3 | -0.4%
Cc1oc(C(=O)O)cc1CSc1nnc(-c2ccccc2)n1C | 3.5 | 2.9 | 4.9 | 6 | 733 | -11 | 0 | i | 13 | . | . | . | . | i | -4 | i | 4.8 | -0.4%
COc1ccccc1-n1cnnc1SC(C)C(=O)Nc1ccc(NC(C)=O)cc1 (stereo unspecified) | 6.6 | 2.2 | 7.7 | -40 | 725 | -7 | 14 | i | 24 | -0.4 | 1115 | 0.07 | 1277 | i | 3 | i | 0.3 | -0.4%
Cc1ccc(NC(=O)c2sc3nc(N)c(C#N)cc3c2N)cc1 | 5.8 | 2.7 | 11 | 6 | 713 | -13 | -20 | i | 53 | 0.9 | 1012 | -0.44 | 1445 | i | -4 | i | 0.2 | 0.6%
CC1(C)CC(NC2C3CC4CC(C3)CC2C4)CC(C)(C)N1 (stereo unspecified) | . | . | . | 6 | 705 | . | . | i | 31 | -0.7 | 1210 | -0.23 | 1403 | . | . | i | 0.6 | -0.6%
O=C(COc1cccnc1[N+](=O)[O-])N1CCN(S(=O)(=O)c2ccccc2)CC1 | 2.8 | 2.6 | 3.0 | 44 | 638 | 7 | 13 | i | 41 | -2.4 | 938 | 1.2 | 1592 | i | 28 | i | 0.8 | -0.5%
CCn1c(C)c(C)c2cc(C(=O)N3CCc4ccccc4C3)ccc21 | . | . | . | -30 | 659 | . | . | i | 46 | . | . | . | . | . | . | ? | . | -0.9%
Cn1c(=O)n(C)c2cc([N+](=O)[O-])c(N3CCN(S(=O)(=O)c4ccc(C(C)(C)C)cc4)CC3)cc21 | 2.7 | 1.0 | 5.9 | 2 | 667 | 74* | -3.1* | i | 18 | 1.0 | 1059 | -3.3 | 1281 | i | 12 | . | . | -0.6%
Cc1cc(=O)oc(C)c1C(=O)NCCCN1CCN(c2ccccc2F)CC1 | 5.2 | 3.1 | 5.5 | -5 | 627 | 3 | 6 | i | 1 | -0.8 | 1064 | 0.84 | 1581 | i | -4 | i | 4.3 | -0.5%
O=C(CN1C(=O)/C(=C\c2ccc(F)cc2)Oc2ccccc21)NCc1ccco1 | 3.7 | 3.1 | 6.2 | -40 | 576 | 1 | 10 | i | 100 | -1.3 | 1152 | -0.04 | 1418 | i | 6 | i | 0.1 | -0.4%
Cc1ccc(NC(=O)CN2C(=O)S/C(=C/c3ccc(-c4cc(C(=O)O)ccc4C)o3)C2=O)cc1C | 1.9 | 1.3 | 11 | -8 | 798 | -3 | -6 | i | 53 | 10 | 1048 | 0.3 | 890 | i | 7 | i | 1.8 | -0.1%
CCCc1cc(C(=O)Nc2cccnc2Cl)no1 | 1.5 | 1.5 | 5.5 | 9 | 803 | -26 | 8 | i | 20 | . | . | . | . | i | -7 | i | 0.5 | 1.6%
SMILES | MT stabilizer | MT stabilizer Hoechst-high % | MT stabilizer cytotoxicity % | Hep lipid drop | Hep lipid drop cells 6.5 µM | WT yeast gro inh | WT yeast gro inh mutant strain | T cell modulator | T cell modulator vesicle-bound % | bCat nuc transl | bCat nuc transl cell count 5 µM | Ins promoter up | Ins promoter up cell count | Autophagy HCS | Autophagy HCS cell loss 18 h | Myeloid diff 2 | Myeloid diff 2 GFP+ MAC1+ % | West Nile virus CPE
CCc1c(C)sc(NC(=O)c2cc(-c3ccc(OC)c(OC)c3)on2)c1C#N | 4.7 | 1.1 | 1.4 | . | . | 7 | 9 | i | 12 | 1.2 | 901 | 1.4 | 1129 | i | -2 | i | 0.5 | -0.6%
Cc1ccc(-c2noc(-c3cc4ccccc4oc3=O)n2)cc1 | 1.3 | 1.5 | 6.9 | . | . | 0 | 0 | i | 53 | 0.3 | 1427 | -0.56 | 1524 | i | 25 | . | . | 0.0%
c1cnc2c(OCc3nc4ccccc4[nH]3)cccc2c1 | 5.2 | 3.0 | 6.2 | -22 | 692 | 9 | 4 | i | 17 | -0.1 | 1113 | -0.02 | 1279 | i | 7 | i | 1.6 | 1.5%
COc1ccc(C(C(=O)NCC2CCCO2)N(C(=O)CNC(=O)c2cccs2)c2ccccc2)cc1OC (stereo unspecified) | 1.1 | 1.5 | 5.6 | 16 | 725 | -8 | -18 | i | 50 | 0.8 | 1528 | -0.68 | 1406 | i | 20 | i | 0.3 | -0.4%
O=C1N(Cc2cccnc2)C[C@@H]2C[C@@H](c3cccc(OC4CCCC4)c3)N3CCC[C@@]123 | 3.1 | 3.0 | 9.9 | -1 | 662 | 6 | -2 | i | 62 | -0.2 | 1544 | . | . | i | 9 | i | 1.2 | -1.8%
Cc1ccc2[nH]c(C(=O)N3CCOCC3)cc2c1 | . | . | . | 10 | 800 | . | . | i | 51 | . | . | . | . | . | . | i | 1.1 | -0.6%
COc1cc(C2C(=O)N(C3CCCC3)CC(=O)N2Cc2ccco2)ccc1OC(C)C (stereo unspecified) | 2.1 | 0.8 | 9.5 | . | . | -4 | -11 | i | 23 | 1.0 | 1389 | -0.03 | 1438 | i | -3 | i | 1.4 | -0.2%
COc1cc(S(=O)(=O)NCC2CCCO2)c(OC)cc1Cl (stereo unspecified) | 2.5 | 2.3 | 6.8 | -38 | 597 | -4 | -6 | i | 12 | -1.4 | 1121 | . | . | i | -1 | i | 1.2 | -0.1%

High-throughput results from PubChem.
